# SIRT5 inh: SIRT5 desuccinylase inhibitors, primary screen, biochemical, fluorescence imaging, single point, set 5. NAD-dependent protein deacylase sirtuin-5, mitochondrial (Homo sapiens), Q9NXA8. Purified SirT5, succinyl-peptide AMC, trypsin-coupled fluorescence. inhibition, % at 15 µM. hit rate 1.1% among 330,000; in the data active means inhibition above about 15%; inconclusive means no clear call, values can overlap the other calls
# PGC1a acetyl inh: inhibitors of PGC1a acetylation signal, primary screen, cell-based, U2OS, AlphaScreen, inhibitor mode. hit rate 0.17% among 350,000. inhibition, % at 15.6 µM. AID 651687, 2012. AlphaScreen anti-acetyl-lysine; with virally co-expressed GCN5 acetyltransferase;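 active means every replicate shows inhibition of at least 40%; inconclusive means mean inhibition at least 40% but some replicate below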;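 further: 0% = neutral control wells and 100% = positive control wells; some results beyond the cut were filed as inactive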
# C2C12 statin: suppressors of statin myotoxicity in C2C12 myotubes, primary screen, cell-based, single point, plate reader; C2C12 myotubes + simvastatin, ATP luminescence, 48 h; scaled: DMSO 0, geranylgeraniol control 100; rescue of ATP level, % at 7.49 µM; hit rate 0.78% among 330,000; AID 602340, 2012;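 active means mean ATP rescue above about 67%, or every replicate alone reaching that limit, limit read from the data, passing the limit was not always enough; inconclusive means no clear call, values can overlap the other calls; inactive means mean under the limit and some replicate under it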;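 further: myotubes were challenged with 10 µM simvastatin during compound exposure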
# Cneo AK release: Cryptococcus neoformans cell lysis inducers, primary screen, AK release luminescence, single concentration. C. neoformans lysis, adenylate kinase release luminescence, 4 h; normalised: neutral wells 0, clomiphene wells 100. lysis activity, % at 15 µM. hit rate 0.2% among 360,000;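 active means mean lysis activity across replicates of at least 80%, whatever share of replicates individually reach that level; inactive means mean lysis activity below 80%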
#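 Signal: Adenylate kinase release luminescence | Assay system: Log-phase Cryptococcus neoformans yeast cells | Input: Cells at 5 × 10^6 per mL | Buffer or medium: Fresh YPD growth medium | Compound: Single dose | Schedule: Static 4 h at 37 °C with compound, 1 h detection | Controls: Clomiphene | Read-out: Luminescence rise reflecting yeast cell lysis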
# ERAP1 inh: human ERAP1 aminopeptidase inhibitors, primary screen, biochemical, single point, plate reader; recombinant ERAP1, Leu-AMC fluorescence, 60 min; Endoplasmic reticulum aminopeptidase 1 (Homo sapiens), Q9NZ08; hit rate 0.15% among 340,000; inhibition, % at 10.7 µM;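 active means mean replicate inhibition of at least 30%, or all replicates individually reaching that 30% level; inactive means mean below 30% and not every replicate reaching it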;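 further: 0% = neutral control wells and 100% = L-leucinethiol positive control wells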
# Target sequence (Q9NZ08 whole entry, looked up): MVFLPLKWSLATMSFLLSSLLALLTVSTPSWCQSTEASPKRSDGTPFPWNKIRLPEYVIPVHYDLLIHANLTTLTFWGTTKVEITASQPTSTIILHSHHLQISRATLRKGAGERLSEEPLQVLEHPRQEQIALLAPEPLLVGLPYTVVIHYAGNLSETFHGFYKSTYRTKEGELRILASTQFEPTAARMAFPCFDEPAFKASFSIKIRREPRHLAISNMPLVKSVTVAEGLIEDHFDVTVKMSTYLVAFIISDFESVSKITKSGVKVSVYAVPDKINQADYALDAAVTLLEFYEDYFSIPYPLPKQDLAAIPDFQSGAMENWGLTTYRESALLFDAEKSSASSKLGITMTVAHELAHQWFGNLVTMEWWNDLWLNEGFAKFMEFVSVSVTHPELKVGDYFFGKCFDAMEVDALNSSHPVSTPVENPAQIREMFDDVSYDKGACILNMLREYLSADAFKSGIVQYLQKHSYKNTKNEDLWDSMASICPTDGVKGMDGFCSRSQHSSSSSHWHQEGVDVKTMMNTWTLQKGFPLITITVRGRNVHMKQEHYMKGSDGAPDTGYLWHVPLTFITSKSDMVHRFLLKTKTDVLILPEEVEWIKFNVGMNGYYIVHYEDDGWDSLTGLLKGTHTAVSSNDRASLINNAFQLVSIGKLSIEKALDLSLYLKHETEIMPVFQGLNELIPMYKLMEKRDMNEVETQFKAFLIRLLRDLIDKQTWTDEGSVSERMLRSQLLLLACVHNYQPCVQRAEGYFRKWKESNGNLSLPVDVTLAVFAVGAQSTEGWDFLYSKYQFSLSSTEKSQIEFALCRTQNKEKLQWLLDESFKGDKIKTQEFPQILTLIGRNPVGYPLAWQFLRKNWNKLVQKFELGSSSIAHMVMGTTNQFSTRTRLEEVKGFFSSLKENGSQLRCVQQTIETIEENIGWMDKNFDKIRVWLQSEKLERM
# S100A4 inh HTS: inhibitors of S100A4-myosin IIA peptide binding, primary screen, biochemical, fluorescence polarization, TAMRA-MyoIIA peptide. inhibition, % at 10.7 µM. Protein S100-A4 (Homo sapiens), P26447. hit rate 0.14% among 360,000;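 active means mean inhibition of at least 70% across replicates, with every replicate also reaching that level; inconclusive means mean inhibition reaches 70% but some replicates fall short; inactive means mean inhibition below 70%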
# Target sequence (P26447 whole entry, looked up): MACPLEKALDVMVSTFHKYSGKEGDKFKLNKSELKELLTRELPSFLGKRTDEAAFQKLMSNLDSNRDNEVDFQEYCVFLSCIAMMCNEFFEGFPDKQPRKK
#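 System – human S100A4 monomer protein, biochemical binding assay · Buffer or medium – Calcium-containing HEPES buffer, pH 7.2 · Timing – 5 min between mix addition and reading · Also added – TAMRA-labelled myosin IIA heavy-chain peptide probe, 5 nM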
# XiGFP reactiv: activators of inactive X chromosome reactivation, primary screen, imaging, XiGFP fibroblasts, GFP high-content imaging, set 2; AID 743238, 2013; activation, % at 7.58 µM; XiGFP mouse fibroblasts, % GFP-positive cells imaging, 3 d; cells co-treated with 5-aza-dC sensitizer; scaled so ellipticine positive control = 100%; hit rate 0.055% among 360,000;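 active means mean normalized replicate activation at least 10% and every replicate at or above 10%; inconclusive means only one of the two criteria met; inactive means mean below 10% and not all replicates reach 10%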;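 further: 0% = median of on-plate neutral control wells and 100% = ellipticine 6 µM median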
#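 Assay system – SV40-immortalized XiGFP fibroblast cells, line 68-5-11 · Buffer or medium – DMEM supplemented with 5-aza-dC as sensitizing agent · Dosing – one concentration, pinned · Benchmarks – positive control ellipticine, 6 µM final · Times – 3 days compound exposure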
# LGR2 inh: inhibitors of bursicon-induced LGR2 CRE-luciferase signal, primary screen, cell-based, HEK293, CRE-luciferase reporter, bursicon stimulation; bursicon-stimulated, 4 h; inhibition, % at 9.99 µM; Drosophila bursicon receptor LGR2 (rickets); hit rate 0.35% among 380,000; AID 720647, 2013;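 active means drop in luminescence signal, shown as inhibition above about 50% in the replicate tests, limit read from the data, passing the limit was not always enough; inconclusive means probably only some replicates passing the limit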;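 further: agonist challenge used bursicon conditioned medium at about half maximal strength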
# Numbers without * were called inactive; ? = inconclusive; · = no result given. These rows are one share of the data; count on the stated rates, not on these rows.
molecule	SIRT5 inh	PGC1a acetyl inh	C2C12 statin	Cneo AK release	ERAP1 inh	S100A4 inh HTS	XiGFP reactiv	LGR2 inh
O=c1c2ccccc2c2ccccc2c(=O)n1Nc1ccccc1	-2	3	-5	1	1	-3	0.1	17
C/C(=N\Nc1ccc(Cl)c(C(=O)O)c1)c1ccc(N2CCOCC2)cc1	-1	-5	-5	0	0	-3	0.1	-46
Cc1cc(C)cc(NC(=O)COC(=O)c2ccc(CN3CCCC3=O)cc2)c1	-6	·	4	1	3	1	0.3	-6
Cc1c(C(=O)N(C)Cc2cccc(F)c2)oc2c(Cl)cccc12	-3	·	0	0	2	-5	0.0	4
Cc1ccc(NC(=O)Cc2nc(-c3c[nH]c(C(=O)N4CCCC4)c3)cs2)c(C)c1	-1	-14	-8	-3	-1	-6	0.1	7
CN(C)CC(=O)N1[C@@H](C#N)[C@H](c2ccc(C#CC3CC3)cc2)[C@@H]1CO	1	-9	1	-4	-2	-2	0.5	-9
Cc1ccccc1S(=O)(=O)NCC[C@H]1CC[C@@H](NC(=O)C2CCOCC2)[C@H](CO)O1	1	3	-5	1	-2	3	0.0	9
C[C@@H]1CN([C@@H](C)CO)C(=O)c2cccc(NC(=O)c3cnccn3)c2O[C@@H]1CN(C)C(=O)Nc1ccc(F)cc1	-1	4	22	-5	-2	5	0.0	6
C[C@@H]1CN([C@H](C)CO)C(=O)Cc2cc(NC(=O)Nc3ccccc3)ccc2O[C@@H]1CN(C)Cc1ccc(Cl)c(Cl)c1	1	-6	35	5	3	-59	-0.8	-7
Cc1ccc(N=C2NC(=O)/C(=C/C=C/c3ccco3)S2)cc1	-4	·	-16	·	4	1	0.0	-19
O=C(COc1ccc2ccc(=O)oc2c1)Nc1nccs1	-3	-3	1	-2	-1	0	0.3	-32
CC(=O)Nc1ccc2c(c1)nc(CCNC(=O)c1ccco1)n2C	-3	5	1	-2	-1	3	0.1	-4
Cc1ccc(OCC(=O)NCCCNC(=O)COc2ccc(C)cc2)cc1	-2	·	7	5	3	-1	-0.1	-3
CSc1ccc(/C=N/n2c(Cc3ccc(Br)cc3)n[nH]c2=S)cc1	-1	-6	0	0	4	-2	-0.1	-1
Cc1nc(COc2cc3oc(=O)cc(C)c3cc2Cl)cs1	-5	·	11	0	-4	-3	0.2	7
C/C=C/c1ccc2c(c1)O[C@H](CN(C)C(=O)c1ccccc1)[C@@H](C)CN([C@@H](C)CO)S2(=O)=O	-1	-25	-21	38	0	-7	-0.8	1
CC=Cc1ccc2n(c1=O)C[C@@H]1[C@@H](CO)[C@H](C(=O)NCCc3cn(C)cn3)[C@H]2N1C(=O)CC1CC1 (mixture of isomers)	-14	·	·	·	1	2	-0.1	-7
O=c1[nH]cc(-c2ccc(Br)cc2)n1Cc1ccccc1	-4	2	12	0	1	0	0.0	-2
CCc1nc2ccc(C(=O)N(C)Cc3ccccc3)cn2c1N(CC)CCN(C)C	0	0	-12	-2	0	-1	0.3	4
COc1ccc2c(C)c(Cl)c(=O)oc2c1	·	-2	-1	-2	·	·	·	11

# An excerpt from above in order of the PGC1a acetyl inh value, largest number first:
canonical_smiles | SIRT5 inh | PGC1a acetyl inh | ERAP1 inh | S100A4 inh HTS | LGR2 inh
O=c1[nH]cc(-c2ccc(Br)cc2)n1Cc1ccccc1 | -4 | 2 | 1 | 0 | -2
C[C@@H]1CN([C@H](C)CO)C(=O)Cc2cc(NC(=O)Nc3ccccc3)ccc2O[C@@H]1CN(C)Cc1ccc(Cl)c(Cl)c1 | 1 | -6 | 3 | -59 | -7
CN(C)CC(=O)N1[C@@H](C#N)[C@H](c2ccc(C#CC3CC3)cc2)[C@@H]1CO | 1 | -9 | -2 | -2 | -9

# Remaining list, next part
molecule	SIRT5 inh	PGC1a acetyl inh	C2C12 statin	Cneo AK release	ERAP1 inh	S100A4 inh HTS	XiGFP reactiv	LGR2 inh
COC(=O)C(C(=O)OC)C(C(C)C)C(C(=O)OC)C(=O)OC	·	6	-1	-1	·	·	·	-8
COc1ccc(CCNC(=O)Nc2ccc3c(c2)c(=O)n(C)n3CC=C(C)C)cc1OC	·	5	2	0	21	1	0.1	-6
Cc1cccc(OCC(=O)NCc2n[nH]c(=O)c3ccccc23)c1	-4	·	-8	-3	-2	-2	0.2	22
C[C@@H]1CN([C@H](C)CO)C(=O)c2cccc(NC(=O)c3nc4ccccc4s3)c2O[C@@H]1CN(C)Cc1ccc(C(F)(F)F)cc1	25*	6	7	4	-1	-5	0.8	11
O=C(O)CCS(=O)(=O)c1nc(-c2cccs2)cc(C(F)(F)F)n1	1	14	31	-1	3	0	·	-1
O=C(CSc1nc2sc3c(c2c(=O)[nH]1)CCCC3)NCCO	·	2	-6	0	·	-6	0.0	13
O=C1C(=O)N(CCCN2CCOCC2)C(c2ccc(Cl)cc2)/C1=C(\O)c1ccc2c(c1)OCCO2 (centres undefined)	-2	4	-8	1	3	-7	0.1	8
COc1cccc(NC(=O)CC2COc3ccccc3O2)c1 (centres undefined)	1	-6	·	-3	2	-1	·	14
Cc1ccc(S(=O)(=O)N2C[C@@H]3[C@H](c4ccccc42)[C@@H](CO)N3Cc2cccnc2)cc1	·	-20	-3	-4	·	·	-0.1	-22
O=C(COC(=O)C1CCC1)Nc1cccc(Cl)c1	0	·	14	·	2	-6	0.1	?
Cc1ccc(O)c(/C=N/NC(=O)COc2ccc3c(C)cc(=O)oc3c2)c1	2	·	1	0	0	8	0.1	6
CCN(CC)c1nc(C)nc2c1sc(=S)n2C	0	14	·	·	0	4	0.0	3
C[C@@H]1CCCCO[C@H](CN(C)C(=O)Nc2ccc(C(F)(F)F)cc2)[C@H](C)CN([C@@H](C)CO)C(=O)c2cc(NS(=O)(=O)c3cn(C)cn3)ccc2O1	2	-18	·	-1	1	-3	0.1	2
O=C1CCc2cccc(O)c2N1	-3	·	·	·	1	9	0.0	-22
CCN(CC)S(=O)(=O)c1ccc(O)c(C(=O)OCC(=O)Nc2ccc(OC(F)(F)F)cc2)c1	-3	-2	·	·	-6	2	0.2	4
O=C(C[C@H]1C=C[C@H](NC(=O)c2cnccn2)[C@H](CO)O1)NCc1ccccc1F	4	5	-2	-2	-1	-12	0.5	-12
CC1(C)C(C(=O)O)N2C(=O)C(NC(=O)Cc3ccccc3)C2S1=O (centres undefined)	-2	·	6	6	6	-1	0.0	5
CCCCn1c(N)c(N(CC)C(=O)c2cccc(S(=O)(=O)N3CCCc4ccccc43)c2)c(=O)[nH]c1=O	-3	0	1	3	-1	-7	0.0	-21
CC(=O)Nc1cccc(NC(=O)CSc2nc(=O)n(Cc3ccccn3)c3c2CCC3)c1	-5	·	0	4	0	20	-0.1	1
Cc1nonc1C1CCCN1Cc1nc(-c2ccc(F)cc2F)oc1C (centres undefined)	-9	4	1	1	3	-4	-0.3	24
COc1ccc(CN2C[C@H](COCc3ccccc3)Oc3cccc(F)c3S2(=O)=O)cc1	-5	·	·	·	7	-1	0.0	-1
CC1=C(C(=O)NCCc2ccc(C)cc2)C2(CCC(C)CC2)OC1=O (centres undefined)	2	-8	-13	-1	1	16	-0.1	-10
Cn1ccsc1=NC(=O)c1cc(S(=O)(=O)N2CCOCC2)ccc1F	1	·	·	·	-1	-1	0.0	-10
CN1C(=O)c2cc(NC(=O)c3ccccc3F)ccc2OC[C@@H]2O[C@@H](CC(=O)NCc3ccc4c(c3)OCO4)CC[C@H]21	10	-5	-29	-1	2	8	0.3	-1
O=C(NCCCNC(=O)c1ccccn1)c1ccc(F)cc1	-2	-12	8	6	-3	-6	0.0	6
CCOC(=O)c1cc(-c2ccc(C)cc2)n(CC(=O)NCc2ccco2)c1C	-2	-18	7	-1	2	3	0.0	15
O=C(CCc1ccccc1)Nc1nnc(-c2ccc3c(c2)OCCO3)o1	-5	4	·	·	-4	-2	-0.1	-19
Cc1ccc(OCC(=O)Nc2ccc3c(c2)OCO3)c(C)c1	-2	·	·	·	-1	0	0.0	-78
O=c1oc2ccccc2c(NCCO)c1[N+](=O)[O-]	-1	·	·	0	6	28	0.0	29
O=C1CS/C(=N\N=C\c2ccco2)N1c1ccccc1	-5	·	·	·	·	-6	0.1	9
S=C(NCCCN1CCOCC1)NC1CC1	-1	·	·	·	-2	-3	0.0	-20
N#C/C(=C/c1ccc(OC(=O)c2ccc(Br)s2)cc1)c1nc2ccccc2[nH]1	-1	-5	-7	5	1	1	0.0	-36
O=C1NC(=O)/C(=C/c2cccc3ccccc23)S1	7	-6	-10	-2	-1	23	0.0	0
COc1cccc(CNc2ncn[nH]2)c1OCc1ccccc1F	-5	11	22	6	0	1	0.1	4
O=C(COc1ccc(C(=O)c2ccccc2)cc1)NCC(=O)Nc1ccccc1Br	0	-3	0	·	1	0	0.0	20
Cc1ccc(SCC(=O)NCCc2ccccc2)cc1	-1	-12	10	2	0	-1	0.0	-10
CCc1cccc(C)c1NC(=S)NCCc1c(C)[nH]c2ccc(C)cc12	-15	-22	51	11	-5	-10	0.4	16
C[C@@H]1CN([C@@H](C)CO)C(=O)c2cc(NC(=O)CCC(F)(F)F)ccc2O[C@H]1CN(C)Cc1ccc(Oc2ccccc2)cc1	14	9	·	2	0	6	-0.8	-14
CC(O)(c1ccc(F)c(F)c1)c1nc(-c2ccc3ccccc3c2)cs1 (centres undefined)	2	-2	-1	0	-2	-5	-0.1	-14
COc1cc(CNC(C)C23CC4CC(CC(C4)C2)C3)cc(OC)c1OC (centres undefined)	-3	-1	-22	2	-2	-5	0.7	-12
COC(=O)C[C@@H]1C[C@@H]2c3cc(NC(=O)Nc4ccccc4F)ccc3O[C@@H]2[C@@H](CO)O1	4	1	-36	15	-2	4	0.2	-30
Cc1ccccc1C(=O)NCC(=O)NNC(=S)NC(=O)c1ccccc1	·	-3	-1	1	·	·	0.2	-11
CC(=O)NC(c1cccc(F)c1)c1nc(-c2cnn(C)c2)cs1 (centres undefined)	-3	-17	-10	5	6	-10	-0.1	8
CC(C)(C)S(=O)N1C[C@@H]2CC(=O)C(c3ccccc3)=C2[C@H]1CCO (some centres undefined)	-2	·	·	·	8	-5	0.2	-25
CC(C)NC(=O)Nc1cccc2c1O[C@H](CN(C)Cc1ccc(Oc3ccccc3)cc1)[C@@H](C)CN([C@@H](C)CO)C2=O	8	-25	28	6	0	-1	-0.2	9
Cc1ccc(-c2csc(N(CCCN3CCOCC3)C(=O)c3ccco3)n2)cc1	·	-9	19	-22	·	·	·	5
